Assay outcomes from PubChem.
STK33 kinase inh: human STK33 kinase inhibition | actives 0.073% (n = 320,000) | inhibition, % at 10 µM | purified STK33, MBP phosphorylation, ADP-Glo luminescence;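 active means inhibition at or above 25%, using the most active replicate where run in duplicate; inactive means inhibition below 25%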
Target sequence (Q9BYT3 whole entry, looked up): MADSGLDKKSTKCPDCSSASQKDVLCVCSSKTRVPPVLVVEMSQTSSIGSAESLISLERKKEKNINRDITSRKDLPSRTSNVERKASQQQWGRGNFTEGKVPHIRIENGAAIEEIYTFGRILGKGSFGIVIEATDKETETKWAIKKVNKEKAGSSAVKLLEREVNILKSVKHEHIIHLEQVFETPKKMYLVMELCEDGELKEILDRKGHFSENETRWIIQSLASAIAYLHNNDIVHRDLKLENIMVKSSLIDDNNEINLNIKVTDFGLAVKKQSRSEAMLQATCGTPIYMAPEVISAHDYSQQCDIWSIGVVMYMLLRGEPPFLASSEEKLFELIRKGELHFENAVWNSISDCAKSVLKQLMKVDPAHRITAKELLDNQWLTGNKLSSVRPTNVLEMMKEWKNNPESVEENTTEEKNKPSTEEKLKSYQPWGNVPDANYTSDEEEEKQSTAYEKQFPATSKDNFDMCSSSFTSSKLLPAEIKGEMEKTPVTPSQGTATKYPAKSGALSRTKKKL
OX1R antag-1: human HCRTR1 antagonism; O43613; inhibition, % at 5 µM; actives 0.43% (n = 330,000); AID 434989; CHO/OX1R cells, Fluo-8 calcium fluorescence, orexin A;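 active means inhibition above its plate's threshold, mean inhibition of all tested compounds on the plate plus 3 SD, cut at about 37% in these data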;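 further: 0% = orexin A challenge wells and 100% = SB-334867-A antagonist wells; not every result past the cut was called active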
Target sequence (O43613 whole entry, looked up): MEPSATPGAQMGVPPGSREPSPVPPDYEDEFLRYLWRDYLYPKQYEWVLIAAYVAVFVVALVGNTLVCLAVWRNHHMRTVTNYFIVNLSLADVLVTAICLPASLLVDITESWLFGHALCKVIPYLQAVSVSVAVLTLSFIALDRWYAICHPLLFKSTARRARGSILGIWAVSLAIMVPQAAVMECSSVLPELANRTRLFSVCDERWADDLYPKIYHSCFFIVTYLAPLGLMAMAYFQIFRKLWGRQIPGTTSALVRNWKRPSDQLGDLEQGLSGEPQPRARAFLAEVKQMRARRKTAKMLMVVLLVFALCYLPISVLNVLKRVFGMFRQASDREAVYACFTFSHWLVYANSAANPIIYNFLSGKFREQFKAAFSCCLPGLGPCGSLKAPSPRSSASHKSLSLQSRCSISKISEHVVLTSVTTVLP
OX1R antag-2: blocks the human orexin 1 receptor | OX1R-expressing cells, FRET antagonist read-out | AID 485270 | actives 1.8% (n = 330,000) | inhibition, % at 6.6 µM | O43613; in the data active means inhibition mostly above about 38%, no sharp cut-off; inactive means mostly below about 40%;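 further: 0% = agonist challenge alone and 100% = reference antagonist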
Numbers without * were called inactive; x = not tested or not shown; & = joins results of further samples. This is a random part of the collection; any-hit rate near 2.2%.

SMILES	STK33 kinase inh	OX1R antag-1	OX1R antag-2
CCOc1ccc(-n2c(=S)sc3c(=O)[nH]c(SCC(=O)NC(C)CC)nc32)cc1 (stereo not given)	-0.9	2	15
O=C1N=C2SCCN2/C1=C\c1ccc(Cl)cc1	-0.3	-29	8
Cn1c(C(=O)O)cc2c(=O)n3ccccc3nc21	1.4	-20	17
CCOc1ccc(CN2CCNC(=O)C2CC(=O)NCCCn2ccnc2)cc1 (stereo not given)	-0.5	4	3
C[C@@]12C(=O)N(c3cccc(Cl)c3)C(=O)N1[C@H](c1ccc(Cl)cc1)[C@@H]1C(=O)N(C3CCCCC3)C(=O)[C@@H]12	-0.3	-46	13
COc1ccc(N2C(=O)CC(Sc3n[nH]c(-c4ccc(C)cc4)n3)C2=O)cc1 (stereo not given)	5.9	-20	23
CCOc1cc(-c2noc(CCC(=O)Nc3cccnc3)n2)ccc1OC	-0.6	-6	19
CCC(C)(C)NC(=O)/C=C/c1cc(OC)c(OC)c(S(=O)(=O)N2CCc3ccccc32)c1	-0.3	-19	16
COC(=O)c1ccccc1NC(=O)CSc1nnnn1C1CCCCC1	-1.5	-17	9
CCn1c(=O)c([N+](=O)[O-])c(Cl)c2ccccc21	-1.8	17	19
Cc1nn(-c2ccccn2)c2c1C(c1ccccc1Cl)C1=C(N2)c2ccccc2C1=O (stereo not given)	-1.1	-28	-10
Cc1cc(NC(=O)CSc2nnc(N)s2)c([N+](=O)[O-])cc1C	1.0	-20	13
CCn1cc(-c2cc(C(F)(F)F)n3nc(C(=O)O)cc3n2)c(C)n1	1.1	-12	16
Cc1ccc(NC(=O)CN(C)S(=O)(=O)c2ccc3[nH]c(=O)oc3c2)c(C)c1	0.1	-17	5
COc1cc(/C=N/NS(=O)(=O)c2ccccc2)c(OC)c(OC)c1	-0.4	-17	-4
CCN(c1ccccc1)S(=O)(=O)c1ccc(Cl)c(NC(=O)COC(=O)c2ccc[n+]([O-])c2)c1	-0.7	-29	6
CCOc1ccc(/C=N/NC(=O)c2cc3c(OC)cc(OC)cc3[nH]2)cc1OC	-1.7	35	81*
O=C(Nc1cccc(F)c1)N1CCC(n2c(=O)[nH]c3ccccc32)CC1	0.2	-28	19
CCCCCC(=O)c1c(C)[nH]c(C(=O)OCC)c1C	-0.8	-31	16
Cc1cc(C(=O)C(=O)N(C)C)c(C)n1-c1ccc(Cl)c(Cl)c1	-0.8	-5	8

Reformatted: results already given.
Cc1nn(-c2ccccn2)c2c1C(c1ccccc1Cl)C1=C(N2)c2ccccc2C1=O (stereo not given)
  STK33 kinase inh: -1.1	OX1R antag-1: -28	OX1R antag-2: -10

Cc1cc(NC(=O)CSc2nnc(N)s2)c([N+](=O)[O-])cc1C
  STK33 kinase inh: 1.0	OX1R antag-1: -20	OX1R antag-2: 13

CCn1cc(-c2cc(C(F)(F)F)n3nc(C(=O)O)cc3n2)c(C)n1
  STK33 kinase inh: 1.1	OX1R antag-1: -12	OX1R antag-2: 16

Cc1ccc(NC(=O)CN(C)S(=O)(=O)c2ccc3[nH]c(=O)oc3c2)c(C)c1
  STK33 kinase inh: 0.1	OX1R antag-1: -17	OX1R antag-2: 5

Some values from the list:
`Cc1cc(NC(=O)CSc2nnc(N)s2)c([N+](=O)[O-])cc1C` @ STK33 kinase inh = 1.0
`CCCCCC(=O)c1c(C)[nH]c(C(=O)OCC)c1C` @ STK33 kinase inh = -0.8
`O=C(Nc1cccc(F)c1)N1CCC(n2c(=O)[nH]c3ccccc32)CC1` @ STK33 kinase inh = 0.2

Other records follow.
SMILES	STK33 kinase inh	OX1R antag-1	OX1R antag-2
CCOC(=O)c1cccnc1SC(CC)C(=O)N1CCOCC1 (stereo not given)	1.4	-14	4
COC(=O)[C@@]12CCCCN1[C@H](c1ccc(-c3ccc(F)cc3)cc1)[C@H]1C(=O)N(C)C(=O)[C@H]12	-0.7	-27	8
CC(NC(=O)CN1CCC(C(N)=O)CC1)c1ccccc1 (stereo not given)	-1.5	-12	5
Cc1ccc(-n2nnc3c(=O)n(CC(N)=O)cnc32)cc1	0.1	0	1
Cc1cccc(N2CC(C(=O)Nc3ccc(S(=O)(=O)N4CCCCC4)cc3)CC2=O)c1C (stereo not given)	0.0	-16	11
CCN(CC)C(=O)CN(c1cccc(OC)c1)S(=O)(=O)c1ccc(C)cc1	-6.0	-29	19
O=C(COc1ccc2c(c1)OCO2)Nc1ccccc1C(F)(F)F	-0.4	-1	17
Cc1csc(=O)n1CC(=O)OCC(=O)Nc1cc(Cl)ccc1[N+](=O)[O-]	0.8	-15	47
CCOc1ccccc1C(=O)Nc1nccs1	5.2	-13	37
CC(=Nc1ccccc1C)C1=C(O)CSC1=O	0.5	-4	-4

Some entries already given, reduced to OX1R antag-2.
canonical_smiles,OX1R antag-2
O=C(COc1ccc2c(c1)OCO2)Nc1ccccc1C(F)(F)F,17
Cc1csc(=O)n1CC(=O)OCC(=O)Nc1cc(Cl)ccc1[N+](=O)[O-],47
CCOc1ccccc1C(=O)Nc1nccs1,37
CC(=Nc1ccccc1C)C1=C(O)CSC1=O,-4

Remaining list, next part:
SMILES	STK33 kinase inh	OX1R antag-1	OX1R antag-2
CCOc1cc(C(=O)O)cc(Cl)c1OC	0.4	2	29
O=C(NCCC1CCCCN1S(=O)(=O)c1cccs1)C(=O)Nc1ccc(F)cc1F (stereo not given)	-1.0	-25	13
Nc1nonc1-n1nnc(C(=O)N/N=C/c2c[nH]c3ccccc23)c1-c1ccccc1	0.9	-5	12
O=C(N/N=C/c1ccco1)c1cc(-c2cccc3ccccc23)n[nH]1	3.0	-4	22
CCOC(=O)C1C(=O)NC(N2CCOCC2)=NC1C(C)C (stereo not given)	-3.1	-12	3
C=CCN1C(=O)/C(=C/c2ccc(OCC(=O)O)cc2)S/C1=N/c1nccs1	0.2	-12	14
COC(=O)c1ccc(OC(=O)C2CC(=O)N(c3ccc(C)cc3C)C2)cc1 (stereo not given)	0.4	2	6
Cc1ccc(C(=O)N2CCCC(C(=O)c3ccc(Oc4ccccc4)cc3)C2)cn1 (stereo not given)	-1.1	-43	34
CS/C(=C\C(=O)c1ccco1)Nc1ccccc1Cl	-2.1	-24	21
COc1cc(-c2nnc(CSc3nnc(Nc4ccc(C(C)C)cc4)s3)o2)cc(OC)c1OC	1.0	-14	18
CC(C)CCNC(=O)c1cccc(C(=O)NCCC(C)C)c1	-0.7	-19	9
CN1CCN(Cc2cn[nH]c2-c2ccc(F)cc2F)[C@@H](c2ccccc2)C1	0.4	-20	2
CC(C)C(C)NC(=O)CN1C(=O)NC2(CCc3ccccc3C2)C1=O (stereo not given)	-0.1	-7	11
Cc1cc(C)c(S(=O)(=O)NCc2cccnc2)cc1C	-0.1	-3	16
O=C(Oc1ccc(C(=S)N2CCC(O)CC2)cc1)c1ccc(Cl)cc1	-0.5	-16	0
COc1ccc2c(Cl)c(C(=O)NN)sc2c1	-0.8	-1	11
Cc1ccc(S(=O)(=O)Nc2ccc(N3CCCCC3)cc2)cc1	-0.7	-5	10
CO[C@H]1O[C@H](CBr)[C@@H](OC(=O)c2ccccc2)[C@H](O)[C@H]1O	-0.5	-11	7
O=C(OCCN1CCCCC1)c1ccc(O)cc1	-0.4	-8	4
CC(NC(=O)c1ccc2c(=O)n3c(nc2c1)CCC3)c1ccc(S(N)(=O)=O)cc1 (stereo not given)	-0.8	-13	10
CC(=O)N1CCn2c3c(c(=O)c4cc(C)ccc42)CCC31 (stereo not given)	-0.9	-11	82*
O=S(=O)(NC1CCCCC1N1CCN(c2ccccc2F)CC1)c1ccccc1 (stereo not given)	-0.5	-20	8
Cn1c(SCC(=O)c2ccc(O)c(O)c2)nnc1-c1cccs1	0.0	-10	6
CCCCNC(=O)[C@H]1C[C@H]1[C@@H](O)[C@H](CO)NC(=O)[C@H](CC(C)C)NC(=O)OC(C)(C)C	-1.4	-1	21
CC(=O)Nc1nc2n(n1)C(c1ccccc1)C=C(c1ccccc1)N2 (stereo not given)	-2.1	-6	9
Fc1ccc(SCCc2ccccn2)cc1	-0.7&1.8	-14&-6	13&7
COc1cc(NC(=O)c2ccc3c(c2)OCCO3)ccc1NC(=O)c1ccccc1Cl	-0.5	-29	13
COCCN=C1N[C@@H](c2ccccc2)C(C(=O)OC)=C(C)N1Cc1ccccc1	-1.5	-5	18
O=C(CCc1nc2ccccc2c(=O)[nH]1)NCc1ccccn1	-1.6	1	7
CCc1nc2cc(C)nn2c2nc3ccccc3n12	7.9	-34	42
Cc1onc(-c2c(F)cccc2Cl)c1C(=O)Nc1nnc(-c2ccccc2)s1	-0.3	-37	17
CNS(=O)(=O)c1cccc(C(=O)OCC(=O)N2CCCC2)c1	-1.4	-1	11
Cc1ccc(NC(=O)C2C3CCCC2C3c2ccccc2)cc1 (stereo not given)	-0.9	-20	18
CCCn1c(=S)[nH]c2ccccc2c1=O	0.2	-9	10
CNC(=O)c1ccc(-c2ccc(Cl)c(Cl)c2)s1	1.4	14	53
O=C(Nc1cccc(Cl)c1)c1ccc(F)c(S(=O)(=O)NCc2ccc3c(c2)OCO3)c1	2.4	59*	83*
CC(C)Cn1c(S(=O)(=O)O)nc2ccccc21	-1.0	9	1
O=C(Nc1nc2ccc(S(=O)(=O)N3CCCC3)cc2s1)C1CCCCC1	-1.5	2	8
COc1ccc2nc3ccccc3nc2c1N	2.1	-17	55*
CCc1ccc2c(c1)C(=O)C(=O)N2CC(=O)Nc1ccc(NC(=O)c2ccccn2)cc1	-1.4	-5	17
CS(=O)(=O)N1N=C(c2ccccc2)CC1c1ccc2c(c1)OCO2 (stereo not given)	0.8	4	17
COc1ccc([C@H]2CC(=O)C=C(c3ccc(SC)cc3)C2)cc1	-2.3	-19	2
COC(=O)C(NC(=O)CCc1c(C)nc2ncnn2c1C)C(C)C (stereo not given)	-5.3	0	21
O=C(c1cc(COc2ccccc2)on1)N1CCCC(CN2CCOCC2)C1 (stereo not given)	-0.6	-26	0
O=C(Nc1c[nH]c(=O)[nH]c1=O)c1cc([N+](=O)[O-])cc([N+](=O)[O-])c1	0.5	-1	69*
CC(C)=NNc1nc(-c2ccc([N+](=O)[O-])cc2)cs1	0.0	-7	42
Cc1ccc[n+](CC(=O)c2ccc(Br)cc2)c1C	-0.1	-10	12
O=C(CCNS(=O)(=O)c1ccc(Br)s1)Nc1ccc(Cl)cc1	-1.7	-13	1
CCOc1ccccc1C(=O)N1CCN(C(c2ccccc2)c2ccccc2)CC1	-0.5	-1	-2
O=C(N/N=C/c1cc2ccccc2nc1Cl)c1ccncc1	-1.7	-29	24

Later entries
SMILES	STK33 kinase inh	OX1R antag-1	OX1R antag-2
CCCCC(NC(=O)Cc1c(C)c2cc3c4c(oc3cc2oc1=O)CCCC4)C(=O)O (stereo not given)	0.6	20	-9
Cc1cn(C2OC(COC(=O)c3ccccc3)C(OC(=O)c3ccccc3)C2OC(=O)c2ccccc2)c(=O)[nH]c1=O (stereo not given)	x	-24	22
COc1ccccc1NS(=O)(=O)c1cccc(C(=O)N/N=C/c2c(CO)cnc(C)c2O)c1	0.7	-11	13
O=C1Nc2ccccc2N(O)N1c1ccc(S(=O)(=O)N2CCCCCC2)cc1	-1.6	0	17
Cc1cc(=O)oc2cc(Oc3ncccc3[N+](=O)[O-])ccc12	-1.4	-27	40
CC(C)(C)OC(=O)N[C@H](C(=O)OC(C)(C)C)c1ccc(C(F)(F)F)cc1	-1.4	-29	-2
CCOc1ccccc1NC(=O)CN1C(=O)COc2ccc(S(=O)(=O)N3CCOCC3)cc21	-2.1	-33	3
NS(=O)(=O)c1ccc(NC(=O)c2cccc(N3C(=O)c4ccccc4C3=O)c2)cc1	-0.4	-5	6
O=[N+]([O-])c1cc(C(F)(F)F)ccc1N/N=C/c1cc2ccccc2nc1Cl	-2.5	-18	9
COc1cc(/C=C2/NC(=O)NC2=O)cc(Br)c1OCc1ccc(C(=O)O)cc1	-0.7	-8	16
COc1ccc(NC(=O)C2CCN(c3nc(C)cc(C)n3)CC2)cc1	0.7	-11	32
CCCCNC(=S)Nc1cc([N+](=O)[O-])ccc1C	0.1	-8	13
NC(=O)C(c1ccc(Cl)cc1)c1ncc(C(F)(F)F)cc1Cl (stereo not given)	-0.4	-11	13
CCOC(=O)c1c(CN2CCCCC2)n(C)c2cc(Br)c(OC)cc12	0.1	-21	20
CC(NS(=O)(=O)c1ccc(CCC(=O)NCC2CCCO2)cc1)c1ccccc1 (stereo not given)	0.9	-20	21
C=CCSc1nnc(NC(=O)c2nc(SCC)ncc2Cl)s1	23	-18	3
Nc1nc(SCC(=O)NC2CCCCCC2)[nH]c(=O)c1-c1ccccc1	0.6	-28	20
O=C(COC(=O)/C=C/c1cccc(F)c1)Nc1ccccc1-c1ccccc1	0.7	-14	9
O=C(COC(=O)CSc1ccccc1)NNC(=O)c1ccc([N+](=O)[O-])cc1	-1.3	-10	47
Cc1ccc(C(NC(=O)NCCCN2CCOCC2)=C(Cl)Cl)cc1F	-2.1	-12	13
COc1ccc(-c2cc(C(=O)N3CCN(c4ccccc4OC)CC3)no2)cc1	-1.3	-31	9
O=C(COC(=O)C1=COCCO1)Nc1cc(C(F)(F)F)ccc1Cl	3.8	9	11
O=C(NCCNC1CCC(c2ccccc2)CC1)c1ccc(F)cc1 (stereo not given)	-0.4	-11	12
Cc1ccccc1C(=O)Nc1ccccc1C(=O)NCC(C)C	-0.9	-12	10
Cc1nn(C(C)C(=O)NCCCc2ccccc2)c(=O)c2nn(-c3ccccc3)c(C)c12 (stereo not given)	-0.1	-36	10
COc1cc(NC(=S)N2CCC(C(O)(c3ccccc3)c3ccccc3)CC2)cc(OC)c1	0.3	-22	6
COc1ccccc1C(=O)Nc1ccnn1C1CCN(CCCC2CCCC2)CC1	-2.6	-21	2
COc1ccc(NCc2nnc(SCc3ccccc3)n2-c2ccc(OC)cc2)cc1	-0.8	-11	2
COC(=O)c1cc2sc(Cl)cc2n1CC(=O)NCC1CCCO1 (stereo not given)	-0.2	1	27
